High-throughput results (PubChem)
PKA-R1A act: activates the PKA-R1A holoenzyme complex; 0.083% of 340,000 active; activation, % at 11.4 µM; P00514+P68181; PKA-R1A dissociation, Cy5-IP20 fluorescence polarization; scaled: DMSO 0%, 113 µM cGMP 100%;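 active means percent activation above the mean of all tested compounds plus 3 SD, cut at about 19% in these data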;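 further: higher means more PKAc released from R1A so a rise in polarization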
PKA-R2B activ: PKA-R2B complex activation. P22694+P31323. PKA-R2B holoenzyme dissociation, Cy5-IP20 fluorescence polarization; R2B truncated from residue 108, S112A mutant; 0% DMSO only, 100% 113 µM cGMP. activation, % at 11.4 µM. 0.079% of 340,000 active;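 active means activation above a cutoff set at the mean over all compounds plus 3 SD, cut at about 18% in these data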;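 further: higher means more holoenzyme dissociation and a rise in polarization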
HTR5A inv ag: HTR5A inverse agonism, opioid heterodimer counter-screen | 0.083% of 340,000 active | P47898 | HTR5A cell line, luminescence | inhibition, % at 9.3 µM | AID 504634; in the data active means inhibition mostly above about 23%, no sharp cut-off; inactive means mostly below about 18%;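 further: 0% = cells with DMSO and 100% = no-cell wells with DMSO; some compounds called inactive have numbers as strong as hits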
Target sequence (P47898 whole entry, looked up): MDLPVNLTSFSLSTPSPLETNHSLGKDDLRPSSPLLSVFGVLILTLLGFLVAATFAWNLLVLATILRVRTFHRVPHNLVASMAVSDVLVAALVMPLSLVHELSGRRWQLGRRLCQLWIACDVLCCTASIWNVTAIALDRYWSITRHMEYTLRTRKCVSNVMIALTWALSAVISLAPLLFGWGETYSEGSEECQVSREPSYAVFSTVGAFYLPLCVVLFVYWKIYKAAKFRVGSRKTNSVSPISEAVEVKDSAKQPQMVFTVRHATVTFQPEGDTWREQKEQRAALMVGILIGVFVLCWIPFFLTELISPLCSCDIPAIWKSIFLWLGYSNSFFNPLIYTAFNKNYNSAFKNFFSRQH
OPRM1-OPRD1 inv: mu-delta opioid heterodimer inverse agonism | inhibition, % at 9.3 µM | P35372+P41143 | 0.21% of 340,000 active | cell-based MOR-DOR heterodimer luminescence; in the data active means inhibition above about 22%, passing the limit was not always enough;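 further: 0% = cells with DMSO and 100% = wells without cells with DMSO; values of inactives mirror those of a sister screen read the other way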
Pemphigus Ab inh: inhibitors of pemphigus antibody binding to human desmoglein-3 | 0.48% of 310,000 active | binding (percent of control), % at 10 µM | DSG3-coupled beads, scFv-anti-DSG3-GFP binding, flow cytometry; hits give low values | P32926;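 active means binding more than 3 SD below its plate's average and above zero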;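 further: hits lower antibody fragment binding to DSG3; some compounds called inactive have numbers as strong as hits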
Arrestin-AP2 inh: inhibitors of human beta-arrestin and AP2 interaction. inhibition, % at 10 µM. FITC-arrestin peptide / GST-AP2 beads, flow cytometry; AP2 beta2 appendage carries R879A mutation. 0.31% of 340,000 active;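 active means inhibition above a set limit, near 3 SD of compounds lacking own fluorescence, cut at about 54% in these data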;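 further: plate controls were DMSO wells for no effect and 5 µM unlabelled arrestin peptide for full effect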
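Assay system: GST-AP2 R879A bound to glutathione beads, E. coli-expressed; Medium: PBS with 0.05% Tween 20 and 0.1% BSA; Also added: fluorescein-tagged arrestin peptide at 50 nM final; Timing: 12 min plus 1 h, RT; Measured by: flow cytometry, FL1 (488/535 nm); Evaluation: percent drop in bead-associated FITC signal.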
DAGLB inh: blocks human DAGLB lipase activity | 0.059% of 340,000 active | Q8NCG7 | HEK293T DAGLB membrane lysate, EnzChek fluorogenic substrate | AID 504411 | inhibition, % at 5.17 µM; in the data active means inhibition above about 34%;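 further: 0% = enzyme with vehicle and 100% = wells lacking enzyme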
Target sequence (Q8NCG7 whole entry, looked up): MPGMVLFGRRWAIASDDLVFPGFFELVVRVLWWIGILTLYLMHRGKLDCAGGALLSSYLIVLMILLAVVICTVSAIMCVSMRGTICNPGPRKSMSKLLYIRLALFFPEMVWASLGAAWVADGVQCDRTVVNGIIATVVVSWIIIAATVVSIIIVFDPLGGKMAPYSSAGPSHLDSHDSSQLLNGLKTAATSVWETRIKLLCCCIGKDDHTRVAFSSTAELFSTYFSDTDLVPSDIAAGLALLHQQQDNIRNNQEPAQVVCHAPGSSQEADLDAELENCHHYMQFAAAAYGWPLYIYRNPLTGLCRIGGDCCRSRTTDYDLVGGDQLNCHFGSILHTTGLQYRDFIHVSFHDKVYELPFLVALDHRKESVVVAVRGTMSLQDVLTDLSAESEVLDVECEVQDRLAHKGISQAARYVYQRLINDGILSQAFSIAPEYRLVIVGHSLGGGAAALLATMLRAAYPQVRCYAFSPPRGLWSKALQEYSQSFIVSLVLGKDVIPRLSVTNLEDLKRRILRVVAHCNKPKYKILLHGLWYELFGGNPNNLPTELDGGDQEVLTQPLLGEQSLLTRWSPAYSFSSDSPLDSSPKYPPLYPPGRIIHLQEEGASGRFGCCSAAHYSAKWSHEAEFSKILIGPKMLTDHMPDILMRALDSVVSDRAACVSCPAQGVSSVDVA
HTR5A ag: counter-screen for OPRM1-OPRD1 agonists: human HTR5A agonism; HTR5A agonist assay, luminescence, cell-based; AID 504692; 0.61% of 340,000 active; activation, % at 9.3 µM; in the data active means activation mostly above about 9.5%, no sharp cut-off; inactive means mostly below about 7.6%;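 further: 0% = cells with vehicle only and 100% = reference agonist; strong numbers were not always called active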
OPRM1-OPRD1 ag: OPRM1-OPRD1 heterodimerization agonism | cells, luminescence | P35372+P41143 | 0.3% of 340,000 active | activation, % at 9.3 µM | AID 504326; in the data active means activation above about 18%;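 further: 0% = vehicle-treated cells and 100% = reference agonist; values of inactives mirror those of a sister screen read the other way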
V-ATPase pHluor: regulators of yeast V-ATPase proton transport; S. cerevisiae, pHLuorin cytosolic pH fluorescence; response, % at 10 µM; 0.37% of 350,000 active; in the data active means response mostly above about 7.3%, no sharp cut-off; inactive means mostly below about 5.4%; further: actives read high; inactives centre near 0; some compounds called inactive have numbers as strong as hits; reference of the scale not given here
* hit, by the source's call.

Screening CC(=NNC(=O)c1cccs1)c1ccc2c(c1)OCCO2 returned PKA-R1A act -3.6, PKA-R2B activ -3.2, HTR5A inv ag -0.6, OPRM1-OPRD1 inv 14.5, Pemphigus Ab inh 95.8, Arrestin-AP2 inh 13.1, DAGLB inh -0.3, HTR5A ag -1.0, OPRM1-OPRD1 ag -3.7 and V-ATPase pHluor -6.6.
`COc1c(C)cc(S(=O)(=O)NCc2ccccn2)c(C)c1C` gave PKA-R1A act 7.1, PKA-R2B activ -3.5, HTR5A inv ag 10.9, OPRM1-OPRD1 inv 3.7, Pemphigus Ab inh 97.8, Arrestin-AP2 inh 10.4, DAGLB inh -1.8, HTR5A ag 0.3, OPRM1-OPRD1 ag -0.7 and V-ATPase pHluor 0.1.
`O=C(OCC(=O)c1c[nH]c2ccccc12)c1cccc(O)c1` gave PKA-R1A act -3.1, PKA-R2B activ -8.0, HTR5A inv ag -12.8, OPRM1-OPRD1 inv -17.8, Pemphigus Ab inh 110.3, Arrestin-AP2 inh 5.1, DAGLB inh -1.3, HTR5A ag -0.8, OPRM1-OPRD1 ag 3.3 and V-ATPase pHluor 4.2.
`O=C(NCC1CCCO1)C(c1ccc(F)cc1)N(C(=O)Cn1nnc(-c2ccc(F)cc2)n1)c1cccc(O)c1` (stereo unspecified) gave PKA-R1A act -5.9, PKA-R2B activ 2.0, HTR5A inv ag -3.2, OPRM1-OPRD1 inv -12.7, Arrestin-AP2 inh 2.2, DAGLB inh -4.5, HTR5A ag 1.2, OPRM1-OPRD1 ag 2.8 and V-ATPase pHluor -2.0.
`O=C(CSc1ncnc2c1oc1ccccc12)Nc1ccccc1C(F)(F)F` gave PKA-R1A act -5.5, PKA-R2B activ -1.1, HTR5A inv ag 18.2, OPRM1-OPRD1 inv -9.3, Pemphigus Ab inh 92.7, Arrestin-AP2 inh 13.0, DAGLB inh -4.9, HTR5A ag -7.1, OPRM1-OPRD1 ag 1.7 and V-ATPase pHluor 2.0.
For CCN(CC)S(=O)(=O)c1ccc(N2CCOCC2)c(NC(=O)c2ccc(=O)n(C)n2)c1 the results were PKA-R1A act -4.3, PKA-R2B activ 3.5, HTR5A inv ag 1.4, OPRM1-OPRD1 inv 10.9, Pemphigus Ab inh 105.9, Arrestin-AP2 inh -3.7, DAGLB inh -2.9, HTR5A ag -0.6, OPRM1-OPRD1 ag -2.6 and V-ATPase pHluor 0.9.
COc1ccc(NC(=O)C2C3C=CC(O3)C2C(=O)NCc2cccnc2)cc1 (stereo unspecified) was read as PKA-R1A act 3.2, PKA-R2B activ 2.6, HTR5A inv ag 7.0, OPRM1-OPRD1 inv 13.6, Arrestin-AP2 inh -0.7, DAGLB inh -0.3, HTR5A ag 0.6, OPRM1-OPRD1 ag -2.6 and V-ATPase pHluor 2.4.
Screening CC1Cc2ccccc2N1C1=NS(=O)(=O)c2ccccc21 (stereo unspecified) returned PKA-R1A act -1.1, PKA-R2B activ 2.5, HTR5A inv ag -3.2, OPRM1-OPRD1 inv 6.5, Pemphigus Ab inh 99.7, Arrestin-AP2 inh 4.9, DAGLB inh 0.9, HTR5A ag 1.5, OPRM1-OPRD1 ag -1.1 and V-ATPase pHluor -1.0.
Screening O=C(CNC(=O)c1cccs1)NCCN1CCN(c2ccccc2F)CC1 returned PKA-R1A act -2.4, PKA-R2B activ 0.7, HTR5A inv ag 19.9, OPRM1-OPRD1 inv 16.1, Pemphigus Ab inh 99.5, Arrestin-AP2 inh 23.3, DAGLB inh -0.2, HTR5A ag -0.9, OPRM1-OPRD1 ag -2.9 and V-ATPase pHluor -4.1.
For CN(C)CCCC(C)(O)C(C)(C)c1ccccc1 (stereo unspecified) the results were PKA-R1A act 6.3, PKA-R2B activ 1.0, HTR5A inv ag -6.4, OPRM1-OPRD1 inv 3.0, Pemphigus Ab inh 93.0, Arrestin-AP2 inh 11.5, DAGLB inh 1.6, HTR5A ag 0.0, OPRM1-OPRD1 ag -0.6 and V-ATPase pHluor 4.7.
Screening CCN(C(=O)Nc1cccc2ccccc12)c1ccccc1 returned PKA-R1A act 2.5, PKA-R2B activ 5.7, Pemphigus Ab inh 103.3, DAGLB inh 0.3 and V-ATPase pHluor 2.2.
Screening O=C(OCC(=O)N1CCC(Cc2ccccc2)CC1)c1ccc[nH]c1=O returned PKA-R1A act -9.4, PKA-R2B activ -4.3, HTR5A inv ag 4.8, OPRM1-OPRD1 inv 5.8, Pemphigus Ab inh 97.2, Arrestin-AP2 inh 0.7, DAGLB inh -1.7, HTR5A ag -2.0, OPRM1-OPRD1 ag -1.2 and V-ATPase pHluor -2.4.
`O=C(OCC(=O)c1c[nH]c2ccccc12)c1cc2ccccc2cc1O` gave PKA-R1A act -4.9, PKA-R2B activ -1.6, HTR5A inv ag -27.9, OPRM1-OPRD1 inv -25.5, Pemphigus Ab inh 120.2, Arrestin-AP2 inh 8.4, DAGLB inh -2.9, HTR5A ag 4.0, OPRM1-OPRD1 ag 4.7 and V-ATPase pHluor 2.0.
For COc1ccccc1N1CCN(CCN2C(=O)C3CCCN3C2=O)CC1 (stereo unspecified) the results were PKA-R1A act -14.8, PKA-R2B activ 10.6, HTR5A inv ag 5.0, OPRM1-OPRD1 inv 10.6, Pemphigus Ab inh 107.2, Arrestin-AP2 inh 3.2, DAGLB inh -0.6, HTR5A ag -1.4, OPRM1-OPRD1 ag -2.2 and V-ATPase pHluor 1.3.
C=CCN(CC=C)C(=S)NCCc1ccc(OC)c(OC)c1 was read as PKA-R1A act -5.2, PKA-R2B activ -16.1, HTR5A inv ag -0.2, OPRM1-OPRD1 inv 15.1, Pemphigus Ab inh 99.2, Arrestin-AP2 inh 33.4, DAGLB inh 1.4, HTR5A ag 0.1, OPRM1-OPRD1 ag -3.0 and V-ATPase pHluor -2.7.
Screening COc1ccc([C@H]2CC(=O)C=C(c3ccc(Cl)c(Cl)c3)C2)cc1 returned PKA-R1A act 3.0, PKA-R2B activ -8.6, HTR5A inv ag 4.2, OPRM1-OPRD1 inv -1.1, Pemphigus Ab inh 100.5, Arrestin-AP2 inh 41.1, DAGLB inh -14.7, HTR5A ag -1.4, OPRM1-OPRD1 ag 0.2 and V-ATPase pHluor 7.2.
`CN(Cc1ccccc1)C(=O)CCS(=O)(=O)c1ccc2c(c1)oc(=O)n2C` gave PKA-R1A act 0.8, PKA-R2B activ -14.8, HTR5A inv ag 27.1, OPRM1-OPRD1 inv 16.6, Arrestin-AP2 inh 0.2, DAGLB inh 0.7, HTR5A ag 2.8, OPRM1-OPRD1 ag -3.2 and V-ATPase pHluor 1.3.
Cc1ccc(N(C(=O)CNC(=O)c2ccco2)C(C(=O)NC2CCCC2)c2cccnc2)cc1F (stereo unspecified) was read as PKA-R1A act -3.2, PKA-R2B activ 2.2, HTR5A inv ag -8.7, OPRM1-OPRD1 inv 9.0, Pemphigus Ab inh 99.3, Arrestin-AP2 inh -0.8, DAGLB inh -2.5, HTR5A ag 0.8, OPRM1-OPRD1 ag -1.4 and V-ATPase pHluor -3.2.
Cc1ccc2nc(SCC(=O)Nc3cc(C)on3)nc(=O)n2c1 was read as PKA-R1A act -3.0, PKA-R2B activ -1.9, HTR5A inv ag 5.4, OPRM1-OPRD1 inv 7.1, Pemphigus Ab inh 101.9, Arrestin-AP2 inh -15.8, DAGLB inh -1.1, HTR5A ag -2.1, OPRM1-OPRD1 ag -1.1 and V-ATPase pHluor 1.3.
For CC1=NNC(=O)C1CCC(=O)N/N=C/C(Br)=C/c1ccccc1 (stereo unspecified) the results were PKA-R1A act 1.1, PKA-R2B activ -2.6, HTR5A inv ag -4.1, OPRM1-OPRD1 inv 7.5, Pemphigus Ab inh 98.7, Arrestin-AP2 inh -2.1, DAGLB inh -0.6, HTR5A ag 1.1, OPRM1-OPRD1 ag -1.4 and V-ATPase pHluor 3.7.
Screening CCN(C[C@H]1N[C@@](C)(C(=O)OC)[C@H]2C(=O)N(Cc3ccccc3)C(=O)[C@@H]12)C(=O)Nc1ccc(C)cc1 returned PKA-R1A act -2.3, PKA-R2B activ -6.2, HTR5A inv ag 4.9, OPRM1-OPRD1 inv 8.8, Pemphigus Ab inh 101.4, Arrestin-AP2 inh 5.8, DAGLB inh -0.8, HTR5A ag -1.3, OPRM1-OPRD1 ag -1.9 and V-ATPase pHluor -1.8.
Screening O=C(Nc1ccccc1)Nc1snnc1C(=O)Nc1cccc(O)c1 returned PKA-R1A act -2.6, PKA-R2B activ 4.3, HTR5A inv ag 1.3, OPRM1-OPRD1 inv -1.3, Pemphigus Ab inh 112.4, Arrestin-AP2 inh 16.8, DAGLB inh 1.2, HTR5A ag -0.5, OPRM1-OPRD1 ag 0.2 and V-ATPase pHluor 0.1.
`Cc1cc(C(=O)Nn2c(C3CCCCC3)nc3ccccc3c2=O)ccc1[N+](=O)[O-]` gave PKA-R1A act -6.1, PKA-R2B activ -5.8, HTR5A inv ag -9.2, OPRM1-OPRD1 inv -3.9, Pemphigus Ab inh 88.3, Arrestin-AP2 inh 9.6, DAGLB inh 0.4, HTR5A ag 1.1, OPRM1-OPRD1 ag 0.6 and V-ATPase pHluor -0.7.
For CN1C(C(=O)Nc2ccc(OC(F)(F)F)cc2)=CC(c2ccco2)=NS1(=O)=O the results were PKA-R1A act -15.3, PKA-R2B activ -10.4, HTR5A inv ag -18.1, OPRM1-OPRD1 inv -43.4, Arrestin-AP2 inh 9.8, DAGLB inh 3.8, HTR5A ag 2.2, OPRM1-OPRD1 ag 8.4 and V-ATPase pHluor 4.1.
`C=CCNC(=O)C1(S(=O)(=O)c2ccccc2)CC=CC1` gave PKA-R1A act 12.5, PKA-R2B activ -0.8, HTR5A inv ag -4.9, OPRM1-OPRD1 inv 7.7, Pemphigus Ab inh 104.0, Arrestin-AP2 inh 4.3, DAGLB inh 2.7, HTR5A ag 1.6, OPRM1-OPRD1 ag -1.7 and V-ATPase pHluor -6.9.
Cc1ccc(OCC(O)CNC(=O)c2ccccc2C(=O)O)cc1 (stereo unspecified) was read as PKA-R1A act -1.4, PKA-R2B activ -10.0, HTR5A inv ag 1.0, OPRM1-OPRD1 inv 11.5, Pemphigus Ab inh 99.7, Arrestin-AP2 inh -6.6, DAGLB inh 0.3, HTR5A ag 1.1, OPRM1-OPRD1 ag -2.0 and V-ATPase pHluor 2.2.
For N#Cc1cc(C(=O)c2cc(Br)ccc2O)cn(C2CCCCC2)c1=O the results were PKA-R1A act 1.8, PKA-R2B activ 2.8, HTR5A inv ag -12.7, OPRM1-OPRD1 inv -39.7, Pemphigus Ab inh 97.9, Arrestin-AP2 inh 2.0, DAGLB inh 4.3, HTR5A ag 0.3, OPRM1-OPRD1 ag 7.2 and V-ATPase pHluor -0.6.
